CCT modulator: High-Throughput Screening for Modulators of Cytosolic Chaperonin Activity. purified chaperonin ATPase assay, HTRF ADP detection, 30 min. activity change, % (no concentration beside the values), hits read low. 360,000 tested, 0.3% active; in the data active = activity change below about -30%; note: % is set by controls: 0 for no effect and ±100 for the full control effect
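ATPase activity: ADP formed was measured by HTRF Transcreener (665/615 nm ratio) after 30 min at 37 deg C with 10 uM ATP. Compounds screened at one 76 uM concentration against 40 or 20 nM TRiC in Tris pH 7.4/KCl/MgCl2/DTT buffer.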
pAkt inh: HTS Assay for Inhibitors of Akt Phophorylation: Primary Screen; Neuro2A IGF-stimulated pAkt S473 HTRF, 20 min; stronger effect = lower value; activity change, % for hits at 50 µM; 360,000 tested, 0.32% active; in the data active = activity change below about -80%; inconclusive = mostly about -51% to -80%; note: % is set by controls: 0 for no effect and ±100 for the full control effect
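Single-point screen (50 µM final compound) in Neuro2A cells stimulated 20 min with 6 nM IGF at 37 deg C. After lysis, Ser473-phosphorylated Akt read by HTRF (ex 330 nm, em 615/665 nm) as the 665/615 ratio.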
HepG2 viability: qHTS for Inhibitors of TGF-b: Cytotox Counterscreen; 410,000 tested, 0.76% active; HepG2 CAGA-GFP viability, ATP luminescence, 18 h; Potency, µM (doses to about 46.1 µM), for inactives: top-dose activity change, negative = cytotoxicity, hits mostly cytotoxic; AID 588856, 2011; note: potency is the fitted concentration of half-maximal effect; some results filed as inactive show a strong effect at the top dose
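HepG2 CAGA-GFP cells (1000/well, DMEM with 1% FBS) received compound, then TGF-beta at 500 pg/mL final, and were incubated 18 hours at 37 degrees C. Viability was read by CellTiter-Glo luminescence. Media-only wells were set as complete cell-killing and DMSO as no toxicity.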
TGFb SMAD3 inh: qHTS for Inhibitors of TGF-b; 410,000 tested, 1.2% active; Potency, µM (top dose mostly 46.1 µM), for inactives: top-dose activity, negative = inhibition, actives largely listed as inhibitors; HepG2 CAGA-GFP TGF-b/SMAD3 reporter, GFP fluorescence, 18 h; TGF-beta stimulated, 500 pg/mL final; AID 588855, 2011; note: potency is the fitted concentration of half-maximal effect; % is set by controls: 0 for no effect and ±100 for the full control effect; nearly all actives have a fitted effect of over 65% in size
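HEPG2 CAGA-GFP reporter cells (1000/well, DMEM with 1% FBS) received compounds, then recombinant TGF-beta at 500 pg/mL final for 18 hours at 37 degrees C. Per-cell GFP summed per well was normalised to unstimulated and stimulated DMSO controls before curve fitting.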
ATXN viability: Viability Counterscreen for Primary qHTS for Inhibitors of ATXN expression | Potency, µM (top dose mostly 56.7 µM), most hits filed as cytotoxic | 400,000 tested, 0.49% active | S2 cells (HEK-293 line with an ATXN2-luciferase reporter) viability, CellTiter-Fluor protease fluorescence, 24 h | AID 651635, 2014; note: potency is the fitted concentration of half-maximal effect; nearly all actives have a fitted effect of over 40% in size
Nrf2 activator: qHTS of Nrf2 Activators. AREc32 ARE-luciferase reporter (MCF7-derived line), luminescence, 24 h. Potency, µM (series often up to 46.1 µM), for the others: top-dose activation, usual class: activators. 410,000 tested, 0.31% active. AID 624171, 2012; note: potency is the fitted concentration of half-maximal effect; % of control where 0% means no effect; nearly all actives have a fitted effect of over 65% in size
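Cells of the AREc32 ARE-luciferase line are plated in OPTI-MEM containing 5% FBS and left overnight at 37 deg C. Compounds are pinned in, incubation continues 24 hr, and firefly luciferase signal is then measured.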
Nrf2 block: Nrf2 qHTS screen for inhibitors; A549 ARE-Fluc reporter, luciferase luminescence, 18-24 h; 360,000 tested, 2.1% active; Potency, µM (titrated, usually from 46 µM), inactives show at the highest dose activity change, negative = inhibition, most hits filed as inhibitors; note: potency is the fitted concentration of half-maximal effect; % is set by controls: 0 for no effect and ±100 for the full control effect; nearly all actives have a fitted effect of over 60% in size
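Two sequential reads on A549 ARE_Fluc cells exposed to compound for 18-24 h: a CellTiter-Fluor fluorescence read for viability, then a luciferase luminescence read for Nrf2/ARE activity.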
Mm-Cpn inhibitor: Inhibitors of TCP-1 ring complex (TRiC) of Methanococcus maripaludis (MmCpn): qHTS; Chaperonin Mm-Cpn (Methanococcus maripaludis); 330,000 tested, 0.031% active; Potency, µM (top dose mostly 76.9 µM), for inactives: at the top dose activity, negative = inhibition, actives largely listed as inhibitors; AID 504842, 2011; purified Mm-Cpn ATPase, ADP Transcreener TR-FRET; note: potency is the fitted concentration of half-maximal effect; % is set by controls: 0 for no effect and ±100 for the full control effect; nearly all actives have a fitted effect of over 80% in size
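Reaction buffer contained 30 mM Tris pH 7.4, 100 mM KCl, 5 mM MgCl2 and 1 mM DTT. Mm-CPN (25 nM final) hydrolysed 10 uM ATP over 30 min at 37°C; ADP was read by HTRF.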
A549 tox: Nrf2 qHTS screen for inhibitors: counterscreen for cytotoxicity; Potency, µM (highest dose often 46 µM), for the others: at the highest dose activity change, negative = cytotoxicity, most hits filed as inhibitors; AID 504648, 2011; 390,000 tested, 0.16% active; A549 ARE-Fluc cells, CellTiter-Fluor viability, 18-24 h; note: potency is the fitted concentration of half-maximal effect; % is set by controls: 0 for no effect and ±100 for the full control effect
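Cytotoxicity counterscreen: CellTiter-Fluor fluorescence was measured in A549 ARE_Fluc cells after 18-24 h of compound exposure in a concentration series. The subsequent BugLite luminescent read reports ARE-luciferase activity.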
An asterisk follows results filed as active; i = inactive; ? = inconclusive; . = not tested or not shown. Unless noted, calls come from the whole dose curve; as a rule, active = well fitted curve in the direction sought with a large enough effect; inconclusive = small, poorly fitted or top-dose-only effect, or another doubt; inactive = no such curve, though single readings can be large; an effect the other way counts as inactive or inconclusive.

Keys – A = CCT modulator; B = pAkt inh; C = HepG2 viability; D = TGFb SMAD3 inh; E = ATXN viability; F = Nrf2 activator; G = Nrf2 block; H = Mm-Cpn inhibitor; I = A549 tox
Cc1ccc(N=Cc2c(C)[nH]n(-c3nc4ccccc4[nH]3)c2=O)cc1
  A = 3.8	B = i	C = 0.4µM*	D = -7%	E = i	F = -0.9%	G = 21µM*	H = 1%	I = 7%

N#C/C(=C\c1cccc(Cl)c1)c1n[nH]c(Cn2cncn2)n1
  A = -1.2	B = i	C = -21%	D = -11%	E = i	F = 20%	G = -6%	H = .	I = -1%

Cc1ccccc1-c1nc(CS(=O)(=O)CC(=O)N(C)C2CCCCC2)c(C)o1
  A = -2.1	B = i	C = -12%	D = -18%	E = i	F = -0.3%	G = ?	H = 0%	I = -2%

Cn1nccc1C(=O)N1CCCC(N2CCN(Cc3ccc4c(c3)OCO4)CC2)C1 (stereo unspecified)
  A = -0.4	B = i	C = -1%	D = 7%	E = i	F = -0.4%	G = 6%	H = -3%	I = 3%

COc1ccccc1NC(=O)Cn1nc(-c2ccncc2)nc1SCC(=O)NC1CCCC1
  A = -1.0	B = i	C = 4%	D = -6%	E = ?	F = -0.1%	G = -13%	H = -1%	I = -27%

COc1ccc(-n2ccnc(NCc3cccs3)c2=O)cc1
  A = .	B = .	C = -13%	D = -10%	E = i	F = 3.6%	G = ?	H = .	I = 18%

CCOC(=O)c1ccc(N2C(=O)CC(C)(CC)CC2=O)cc1
  A = -2.5	B = i	C = -18%	D = -6%	E = i	F = 1.1%	G = 11%	H = 0%	I = 16%

O=C(c1ccco1)N1CCN(CC2CC3C=CC2C3)CC1 (stereo unspecified)
  A = 1.3	B = i	C = 6%	D = 2%	E = ?	F = 0.5%	G = 16%	H = 0%	I = -5%

O=C(O)CCSc1nnc(COc2ccc([N+](=O)[O-])cc2)n1-c1ccccc1
  A = -2.0	B = i	C = 7%	D = 0%	E = i	F = 0.6%	G = 8%	H = -7%	I = -1%

CCCCNC(=O)C1CC(c2ccc(C(F)(F)F)cc2)=NO1 (stereo unspecified)
  A = -0.4	B = i	C = 2%	D = ?	E = i	F = 0.0%	G = 3%	H = 2%	I = 10%

Cc1ccc(C)c(S(=O)(=O)N2CCN(C(=O)[C@@H](NC(=O)c3ccc(F)cc3)C(C)C)CC2)c1
  A = 2.6	B = i	C = -5%	D = -29%	E = i	F = 2.6%	G = ?	H = 2%	I = ?

CN(C)c1ccc(C(=O)NNC(=O)C23CC4CC(CC(C4)C2)C3)cc1
  A = -2.8	B = i	C = -2%	D = 12%	E = i	F = 3.4%	G = ?	H = 0%	I = -1%

CCCCNC(=O)COC(=O)C1CCN(S(=O)(=O)c2ccc3c(c2)OCCO3)CC1
  A = -2.6	B = i	C = 17%	D = -4%	E = i	F = -1.5%	G = 3%	H = 1%	I = -1%

Fc1ccc(NC(=S)NN2CCOCC2)cc1Cl
  A = -0.6	B = i	C = -4%	D = 14%	E = i	F = -0.6%	G = ?	H = -2%	I = 6%

Cc1ccnc(N(C(=O)c2cccs2)C(=O)c2cccs2)c1
  A = -1.1	B = i	C = -46%	D = -5%	E = i	F = 10µM*	G = 5%	H = 3%	I = 0%

Cc1ccccc1C(=O)NCCNC(=O)c1cnccn1
  A = -1.2	B = i	C = 1%	D = -27%	E = i	F = -0.4%	G = 6%	H = 1%	I = -5%

NC(=O)Cn1cc(/C=N\NS(=O)(=O)c2ccc(F)cc2)c2ccccc21
  A = -5.2	B = i	C = 9%	D = -4%	E = i	F = -0.7%	G = -16%	H = -1%	I = 1%

COC(=O)c1c(NC(=O)COC(=O)[C@@H](NS(=O)(=O)c2ccc(C)cc2)C(C)C)sc2c1CCC2
  A = 0.7	B = i	C = -1%	D = ?	E = i	F = 2.7%	G = 1%	H = -13%	I = 4%

Nc1nc2c(ncn2[C@@H]2O[C@H](CNS(=O)(=O)N3CCc4ccccc4C3)[C@@H](O)[C@H]2O)c(=O)[nH]1
  A = 1.4	B = i	C = -2%	D = -11%	E = i	F = -1.6%	G = .	H = .	I = .

Cc1ccn2c(=O)c(C(=O)Nc3ccc(F)c(C(F)(F)F)c3)cnc2c1
  A = .	B = .	C = -16%	D = 4%	E = i	F = 1.9%	G = 14%	H = .	I = 2%

COC(=O)c1ccc(OCC(=O)c2cccc(OC)c2)cc1
  A = 2.1	B = i	C = -3%	D = 25%	E = i	F = 0.2%	G = 8%	H = -5%	I = -4%

Cc1cc(NS(=O)(=O)c2ccc(NC(=O)COc3c(C)ccc(C)c3C)cc2)nc(C)n1
  A = .	B = .	C = -9%	D = -15%	E = i	F = -0.1%	G = 11%	H = .	I = 1%

Cc1nc2sccc2c(=O)n1N
  A = 0.3	B = i	C = -24%	D = 9%	E = ?	F = -0.2%	G = 1%	H = 1%	I = -2%

NC(=O)c1ccsc1NC(=O)c1ccc(S(=O)(=O)N2CCCc3ccccc32)cc1
  A = 0.9	B = i	C = -16%	D = 11µM*	E = ?	F = -3.8%	G = 18µM*	H = ?	I = ?

CN(CC(=O)NC1CCCCC1)S(=O)(=O)c1ccc(Cl)cc1
  A = -3.5	B = i	C = 3%	D = -4%	E = i	F = -0.4%	G = -11%	H = -1%	I = -3%

Cc1[nH]c(=O)c(C#N)c(C)c1Cc1ccc(Cl)cc1Cl
  A = -2.1	B = i	C = -17%	D = -1%	E = i	F = 0.5%	G = -3%	H = 2%	I = 2%

CCO[C@H]1OC(C(=O)N2CCN(Cc3ccccc3)CC2)=C[C@@H](C)[C@@H]1CCCO
  A = -1.9	B = i	C = 6%	D = 6%	E = i	F = -0.1%	G = 13%	H = .	I = -5%

C=C1CC(COc2ccc3c(C)c(Cl)c(=O)oc3c2)(c2ccccc2)OC1=O (stereo unspecified)
  A = 0.2	B = i	C = -99%	D = ?	E = .	F = -2.6%	G = ?	H = .	I = ?

O=C(NCCN1CCOCC1)c1ccc2c(c1)N(Cc1cccc(Cl)c1)C(=O)c1ccccc1S2(=O)=O
  A = -0.8	B = i	C = -18%	D = -14%	E = i	F = -0.4%	G = .	H = .	I = .

CCCOc1ccc(C(=O)N2CCN(c3ccc(NC(=O)CC)cc3Cl)CC2)cc1
  A = 2.3	B = i	C = -3%	D = -4%	E = i	F = -0.9%	G = ?	H = 2%	I = -2%

4 compounds drawn at random from the list so far, as already listed:
Keys – A = CCT modulator; B = pAkt inh; C = HepG2 viability; D = TGFb SMAD3 inh; E = ATXN viability; F = Nrf2 activator; G = Nrf2 block; H = Mm-Cpn inhibitor; I = A549 tox
Cc1cc(NS(=O)(=O)c2ccc(NC(=O)COc3c(C)ccc(C)c3C)cc2)nc(C)n1
  A = .	B = .	C = -9%	D = -15%	E = i	F = -0.1%	G = 11%	H = .	I = 1%

NC(=O)Cn1cc(/C=N\NS(=O)(=O)c2ccc(F)cc2)c2ccccc21
  A = -5.2	B = i	C = 9%	D = -4%	E = i	F = -0.7%	G = -16%	H = -1%	I = 1%

Cc1nc2sccc2c(=O)n1N
  A = 0.3	B = i	C = -24%	D = 9%	E = ?	F = -0.2%	G = 1%	H = 1%	I = -2%

NC(=O)c1ccsc1NC(=O)c1ccc(S(=O)(=O)N2CCCc3ccccc32)cc1
  A = 0.9	B = i	C = -16%	D = 11µM*	E = ?	F = -3.8%	G = 18µM*	H = ?	I = ?

New compounds follow
Keys – A = CCT modulator; B = pAkt inh; C = HepG2 viability; D = TGFb SMAD3 inh; E = ATXN viability; F = Nrf2 activator; G = Nrf2 block; H = Mm-Cpn inhibitor; I = A549 tox
CCOc1ccc(S(=O)(=O)Nc2ccc(-c3ccc(N4CCCC4)nn3)cc2)cc1
  A = .	B = .	C = -3%	D = -11%	E = i	F = 0.0%	G = .	H = .	I = -1%

COc1ccc(N2CCN(C(=O)CCC(=O)c3cc(C)sc3C)CC2)cc1
  A = -2.8	B = i	C = -29%	D = -11%	E = i	F = -0.1%	G = -28%	H = 3%	I = 3%

CNC(=O)c1ccc(CN(C)C(=O)c2cccc(S(=O)(=O)N3CCc4ccccc4C3)c2)cc1
  A = -0.6	B = i	C = -17%	D = -19%	E = i	F = -1.4%	G = .	H = .	I = .

CCOc1ccc(NC(=O)CSc2cn[nH]n2)cc1
  A = 1.4	B = i	C = -3%	D = 0%	E = i	F = -2.4%	G = 18%	H = 3%	I = 8%

O=C(O)CCSCc1ccccc1F
  A = 2.6	B = i	C = 15%	D = 28%	E = i	F = -1.2%	G = .	H = 0%	I = -2%

Cc1ccc2c(c1)N(C(=O)N1CCC(C(=O)NCc3cccs3)CC1)CC(C)O2 (stereo unspecified)
  A = .	B = .	C = -19%	D = ?	E = .	F = -0.1%	G = -2%	H = .	I = -5%

Cc1c(C(=O)N(Cc2nnc(-c3ccccc3Cl)o2)C2CC2)oc2ccccc12
  A = -0.3	B = i	C = -16%	D = -1%	E = ?	F = 7.0%	G = 7%	H = -1%	I = 8%

Cc1cccc(OCC(=O)NC(Cc2ccccc2)C(=O)O)c1 (stereo unspecified)
  A = -0.6	B = i	C = 20%	D = 3%	E = i	F = 0.0%	G = -5%	H = -1%	I = -3%

CC(=O)N1CCC(=O)N(C(C)C)c2ccccc21
  A = 0.6	B = i	C = -13%	D = 0%	E = i	F = -0.3%	G = 4%	H = 0%	I = 0%

CCOc1cc(CNC(=O)c2cc(-c3ccc(Cl)s3)nc3ccccc23)ccc1OC
  A = .	B = .	C = -16%	D = -3%	E = i	F = -0.5%	G = 6%	H = .	I = -1%

Cc1ccc(S(=O)(=O)Cn2nnnc2C(c2ccccn2)N2CCN(c3ccccc3)CC2)cc1 (stereo unspecified)
  A = -1.1	B = i	C = -16%	D = 1%	E = i	F = -0.4%	G = -6%	H = 1%	I = -5%

Compound activity as filed in PubChem BioAssay.
